Bioassay records from PubChem BioAssay.
SV40 large T antigen: SV40 large T antigen inhibitors, biochemical (AID 1903); SV40 large T antigen ATPase/helicase inhibition assay; higher % means a stronger effect; one-dose inhibition, % at 20 µM; IC50 in µM for titrated hits; 310,000 compounds, 0.39% hits; in the data active = a potency from the dose series; also: strong numbers were not always called active
GPR35 arrestin U2OS: GPR35 antagonists blocking zaprinast-driven arrestin recruitment, primary screen, imaging, U2OS, beta-arrestin-GFP, zaprinast agonist (AID 2058). G-protein coupled receptor 35 (Homo sapiens). U2OS GPR35 beta-arrestin-GFP translocation imaging, zaprinast antagonism; higher % means a stronger effect. inhibition, % at 10 µM, or IC50 in µM where a hit was titrated. 290,000 compounds, 0.052% hits;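 active = inhibition of at least 50% with at least 30 cells and total cytoplasm GFP at most 10,000,000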
NTR1 ag: agonists of NTR1, primary screen, imaging, U2OS cells, beta-arrestin-GFP, high content (AID 493036); Neurotensin receptor type 1 (Homo sapiens), P30989; NTR1-U2OS beta-arrestin-GFP spot imaging, agonist mode; activation, % at 20 µM; 330,000 compounds, 0.17% hits;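 active = activation at or above 40% of the spot to cytoplasm intensity ratio, with at least 20 cells analyzed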;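 also: 0% = DMSO without peptide and 100% = 100 nM NTR1 peptide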
Target sequence (P30989 whole entry, looked up): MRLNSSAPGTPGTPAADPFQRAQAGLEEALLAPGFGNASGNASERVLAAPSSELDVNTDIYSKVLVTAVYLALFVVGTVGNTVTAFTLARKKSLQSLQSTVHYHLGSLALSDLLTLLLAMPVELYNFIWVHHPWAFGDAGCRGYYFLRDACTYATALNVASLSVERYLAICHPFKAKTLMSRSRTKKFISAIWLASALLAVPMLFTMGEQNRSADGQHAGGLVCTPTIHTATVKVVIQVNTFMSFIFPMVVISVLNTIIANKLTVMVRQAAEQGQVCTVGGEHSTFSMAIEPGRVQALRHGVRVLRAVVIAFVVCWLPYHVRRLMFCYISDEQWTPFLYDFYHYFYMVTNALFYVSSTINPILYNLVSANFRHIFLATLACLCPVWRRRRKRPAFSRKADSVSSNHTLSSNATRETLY
GPR55 LPI antagonism: GPR55 antagonists blocking LPI-driven arrestin recruitment, primary screen, imaging, U2OS, beta-arrestin-GFP, LPI agonist (AID 2013); G-protein coupled receptor 55 (Homo sapiens); U2OS GPR55 beta-arrestin-GFP translocation imaging, LPI antagonism; higher % means a stronger effect; inhibition, % at 10 µM; hits with a dose series show IC50 in µM; 290,000 compounds, 0.13% hits;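 active = spots per cell inhibited over 60%, with over 100 cells counted and total cytoplasm intensity under 500,000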;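 also: U2OS cells stably carrying GPR55 and arrestin-GFP stimulated by 5 µM LPI near EC80; imaged beta-arrestin-GFP aggregate spots per cell after agonist stimulation; plate controls were LPI-stimulated DMSO wells for no effect and DMSO wells without LPI for full effect; some results filed as inactive read as strong as hits; confirmed hits need IC50 under 10 µM and bright autofluorescent wells are also inconclusive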
MgcRacGAP inhibition: MgcRacGAP GTPase-activating activity inhibitors, confirmation, biochemical, ADP Hunter fluorescence; MgcRacGAP-stimulated Rac1 GTP hydrolysis, ADP Hunter fluorescence; higher % means a stronger effect; GST-tagged Rac1 F28L mutant substrate; inhibition, % at 30 µM, or IC50 in µM where a hit was titrated; 340,000 compounds, 0.6% hits; AID 624330, 2012;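 active = first-screen hits whose inhibition reached a set limit at any dose in the follow-up dose series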;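 also: fluorescence reports GDP produced by GAP-driven GTP hydrolysis; strong numbers were not always called active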
T cell HTS: modulators of CD8 T cell-vesicle binding, primary screen, mouse 2C CD8+ T cells, flow cytometry; 2C CD8+ T cell-vesicle binding; hits give low values; calls only at 7 µM; 330,000 compounds, 0.068% hits; AID 2052, 2009;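 active = response, share of CD8 T cells binding vesicles, and their 90th percentile fluorescence all below set limits, cut at about 80% in these data, passing the limit was not always enough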
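Assay system – 2C mouse CD8+ T cells · Also added – QL9-loaded Drosophila micro-vesicles · Timing – Cell–vesicle co-incubation 1.5 h at 37 °C, staining 20 min on ice · Signal – flow cytometry of vesicle-bound cells · Measure – percent CD8+ FL2 mean versus row control · Controls – Peptide-free naked vesicles (low) and QL9 vesicles with 0.7% DMSO vehicle (high)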
GPR55 beta-arrestin: GPR55 agonists via beta-arrestin recruitment, primary screen, imaging, U2OS cells, beta-arrestin-GFP redistribution (AID 1961); G-protein coupled receptor 55 (Homo sapiens); 290,000 compounds, 0.048% hits; U2OS GPR55 beta-arrestin-GFP redistribution imaging; higher % means a stronger effect; one-dose activation, % at 10 µM; EC50 in µM for titrated hits;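 active = activation above 40% with more than 50 cells counted in the well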;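 also: U2OS osteosarcoma cells stably expressing GPR55 and beta-arrestin-GFP; plate controls were DMSO negative control for no effect and LPI positive control for full effect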
LYP inhibition: inhibitors of LYP phosphatase, biochemical, fluorescence intensity, uHTS (AID 1779); Tyrosine-protein phosphatase non-receptor type 22 (Homo sapiens); inhibition, % at 11.5 µM, or IC50 in µM where a hit was titrated; recombinant LYP phosphatase, fluorescence intensity; higher % means a stronger effect; 290,000 compounds, 0.054% hits; in the data active = inhibition above about 50%;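 also: plate controls were vehicle with enzyme for no effect and no enzyme for full effect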
Lipid droplet: inhibitors of hepatocyte lipid droplet formation, primary screen, imaging, high-throughput imaging, BODIPY stain; 240,000 compounds, 0.4% hits; inhibition, % at 6.5 µM; AML12 mouse hepatocytes, oleate lipid droplets;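 active = lipid droplet intensity inhibited by at least 50%, with more than 500 cells counted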
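Material – AML12 mouse liver cells · Also added – oleate loading, 100 µM · Compound dosing – 6.5 µM single-point dosing · Times – overnight treatment with compound plus oleate · Measured by – fluorescence imaging, 20x objective, two fields per well · Read-out – percent inhibition of filter-corrected integrated lipid droplet intensity per well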
Lipid droplet cells 6.5 µM: further read-out of Lipid droplet, marked with its call; cell count; measured here: cell count, cytotoxicity flag;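 cells counted across two imaged fields per well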
T cell HTS vesicle-bound %: also measured in T cell HTS; calls as there; double positive events, %; measured here: CD8+ vesicle-bound cell fraction;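 binding gate set so that unloaded-vesicle control wells show 10% double positive cells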
NTR1 ag cell count 20 µM: recorded beside NTR1 ag, whose call it bears; cell count; measured here: cell count, cytotoxicity flag
Numbers without * were called inactive; i = inactive; . = no result given.

Values run as follows: SV40 large T antigen	GPR35 arrestin U2OS	NTR1 ag	NTR1 ag cell count 20 µM	GPR55 LPI antagonism	MgcRacGAP inhibition	T cell HTS	T cell HTS vesicle-bound %	GPR55 beta-arrestin	LYP inhibition	Lipid droplet	Lipid droplet cells 6.5 µM
O=C(c1ccccc1)C(CCC(CN1CCOCC1)C(=O)c1ccccc1)CN1CCOCC1 (centres undefined)
→ -8%	-3%	13	22	34%	4%	i	31	0.3%	-6%	.	.
CC(C)(C)n1nnnc1C(c1ccc2ncccc2c1)N1CCC(O)CC1 (centres undefined)
→ 3%	-12%	1.7	60	-4%	6%	i	57	0.0%	-3%	-14	764
COC(=O)C1SCCN1S(=O)(=O)c1ccc(Cl)cc1 (centres undefined)
→ 6%	.	1.8	41	.	10%	i	56	.	.	.	.
COC(=O)Nc1ccc(S(=O)(=O)N2CCCC(C(=O)Nc3cccnc3)C2)cc1 (centres undefined)
→ 16%	2%	3.7	77	13%	8%	i	25	-0.1%	-10%	19	819
O=c1ccc(-c2ccccc2)no1
→ 8%	-3%	0.1	48	3%	1%	i	15	-0.1%	-9%	-8	750
CCOC(=O)c1c(CN(C)C)n(C)c2c(O)c(N=NC(N)=O)c3ccc(Br)cc3c12
→ 17%	-9%	1.9	63	7%	.	i	38	0.4%	-5%	-2	807
Cc1ccccc1NC(=O)CN1CCN(Cc2ccccc2)CC1
→ -2%	-9%	1.3	60	-5%	10%	i	44	0.4%	-9%	-4	816
O=C(NCc1ccccc1)c1ccc(Br)cc1
→ .	16%	-0.5	40	9%	3%	i	53	0.3%	-6%	9	751
Cc1ccc(Nc2ccc(C(=O)NC3CCCCC3)cn2)cc1
→ 11%	3%	3.2	62	9%	10%	i	22	-0.1%	-3%	4	668
Cc1ccc(CN2CCN(Cc3cccn3-c3nccs3)CC2CCO)cc1 (centres undefined)
→ 14%	4%	-0.7	65	8%	15%	i	15	0.1%	-7%	-32	696
CCNC(=S)NNc1ccccc1
→ 17%	2%	0.1	37	-6%	.	i	58	-0.1%	-7%	-18	708
Cn1c(=O)c(C(=O)Nc2ncccc2O)c(O)c2ccccc21
→ 8%	2%	-0.9	90	-6%	13%	i	49	-1.0%	4%	.	.
O=c1c(-c2ccccc2)cnc2n1CCS2
→ 10%	0%	1.4	67	10%	2%	i	60	-0.1%	-5%	6	690
O=S(=O)(NC1CCCCC1)c1ccc(Br)s1
→ 6%	9%	2.6	58	7%	4%	i	37	0.1%	-8%	-6	713
C=CCn1c(COc2ccccc2)nnc1SCC(=O)Nc1ccc2c(c1)OCCO2
→ 5%	2%	-0.6	67	8%	2%	i	45	0.3%	-2%	.	.
C=CCN1C(c2ccc(Br)cc2)=CS/C1=C(/C#N)c1nnc(N2CCOCC2)n1-c1ccccc1
→ -1%	-18%	2.8	79	3%	4%	i	65	-0.1%	6%	-7	548
Cc1nn(-c2ccc([N+](=O)[O-])cc2)c2c1C(c1cccc(Br)c1)N1C(=N2)C(=O)Nc2ccccc21 (centres undefined)
→ 17%	-11%	4.6	29	13%	-1%	i	22	-0.3%	8%	118*	612*
Cc1cc(C)nc(NS(=O)(=O)c2ccc(N/C=C/C(=O)c3ccc(Cl)c(Cl)c3)cc2)n1
→ 16%	-4%	-1.6	61	11%	6%	i	15	-0.1%	-5%	4	646
Cc1ccccc1C1c2[nH]c3ccccc3c2CCN1C(=O)c1ccc(=O)n(C)n1 (centres undefined)
→ 3%	-13%	2.2	73	10%	-4%	i	16	0.2%	-5%	-2	631
CS(=O)(=O)N(CC(=O)Nc1c(F)cccc1F)Cc1ccccc1
→ -1%	18%	-0.3	54	0%	10%	i	11	-0.2%	-8%	32	831
O=C(Nc1ccc(N2CCOCC2)cc1)C1CCN(S(=O)(=O)c2ccccc2F)CC1
→ 14%	-3%	3.6	64	-2%	16%	i	45	-0.3%	-5%	-5	702
CCOc1ccc(OCCCCN2CCCC2)cc1
→ 14%	-9%	2.7	29	-6%	18%	i	14	0.2%	-6%	-18	737
Cc1nn(Cc2ccccc2)c(Cl)c1/C=C/C(=O)OC(C)C(=O)N1CCCC1 (centres undefined)
→ 14%	3%	1.0	44	-1%	-2%	i	1	-0.2%	-2%	11	668
CN(C)c1ccc(/C=N/NC(=O)CN(c2cccc(Cl)c2)S(C)(=O)=O)cc1Br
→ -2%	-13%	9.0	68	4%	12%	i	36	-0.2%	11%	-21	791
CC(=O)OCn1ncc(N2CCOCC2)c(Br)c1=O
→ -1%	4%	0.3	85	-1%	10%	i	47	0.0%	-10%	-2	860
CC1CC(N(C(=O)c2ccco2)c2ccccc2)c2ccccc2N1 (centres undefined)
→ 17%	7%	0.5	60	10%	6%	i	45	-0.1%	-3%	-27	666
O=C(c1ccc([N+](=O)[O-])o1)N1CCOCC1
→ 3%	3%	0.4	37	1%	5%	i	31	-0.3%	2%	2	710
COCC(C)n1c(COc2ccccc2F)nnc1SCc1c(C)noc1C (centres undefined)
→ 0%	0%	2.5	41	12%	4%	i	32	-0.1%	-8%	-6	747
CN1CCCN(S(=O)(=O)c2ccc3ccccc3c2)CC1
→ 6%	0%	0.4	47	-1%	4%	i	49	-0.3%	-9%	-3	858
CC(=O)N1CCOc2ccc(S(=O)(=O)N3CC(C)CC(C)C3)cc21 (centres undefined)
→ 0%	-13%	2.8	47	6%	7%	i	12	-0.3%	-6%	-3	704
COc1ccc(NC(=O)c2cccs2)cc1
→ -90%	11%	0.9	44	5%	8%	i	43	0.6%	-4%	-2	642
O=C(CN1CCOCC1)NN=C(c1ccccc1)c1ccccc1
→ 13%	1%	1.3	50	5%	9%	i	9	0.1%	-14%	-2	666
CN(C)S(=O)(=O)c1cccc(CNCC2COc3ccccc3O2)c1 (centres undefined)
→ 5%	10%	0.8	76	-14%	.	i	42	-0.1%	-1%	.	.
COc1ccc2c(CC(=O)Nc3ncc(C)s3)coc2c1
→ 2%	-23%	0.0	55	-10%	3%	i	20	-0.2%	0%	33	711
Cc1ccsc1/C=N/NC(=O)CNC(=O)c1ccccc1
→ 12%	-12%	-0.7	53	8%	0%	i	12	-0.2%	-2%	-1	675
NCCS(=O)(=O)NC1CCCCC1
→ .	13%	0.8	34	10%	10%	i	65	0.2%	-8%	9	771
CCn1c(CC(C)C)n[nH]c1=S
→ 1%	-8%	-1.2	78	-2%	11%	i	38	0.0%	-4%	.	.
CCOC(=O)C1(Cc2ccc(Cl)cc2)CCN(C(=O)c2ccoc2)CC1
→ 4%	-3%	1.1	45	2%	10%	i	5	-0.2%	-1%	-8	725
CC(=O)c1c(C)nc2ccc(C)cc2c1-c1ccccc1
→ 6%	7%	3.2	48	7%	4%	i	53	-0.1%	-6%	9	701
CC(=O)c1ccc(OCCCC(=O)Nc2ccc(S(=O)(=O)N3CCOCC3)cc2)cc1
→ 13%	.	-0.2	74	.	6%	i	59	.	.	.	.

Not a retest: entries from further up.
Values run as follows: SV40 large T antigen	GPR35 arrestin U2OS	NTR1 ag	NTR1 ag cell count 20 µM	GPR55 LPI antagonism	MgcRacGAP inhibition	T cell HTS	T cell HTS vesicle-bound %	GPR55 beta-arrestin	LYP inhibition	Lipid droplet	Lipid droplet cells 6.5 µM
CC(=O)c1c(C)nc2ccc(C)cc2c1-c1ccccc1
→ 6%	7%	3.2	48	7%	4%	i	53	-0.1%	-6%	9	701
CC(=O)c1ccc(OCCCC(=O)Nc2ccc(S(=O)(=O)N3CCOCC3)cc2)cc1
→ 13%	.	-0.2	74	.	6%	i	59	.	.	.	.

New compounds follow
Values run as follows: SV40 large T antigen	GPR35 arrestin U2OS	NTR1 ag	NTR1 ag cell count 20 µM	GPR55 LPI antagonism	MgcRacGAP inhibition	T cell HTS	T cell HTS vesicle-bound %	GPR55 beta-arrestin	LYP inhibition	Lipid droplet	Lipid droplet cells 6.5 µM
COC(=O)C(NC(=O)c1ccccc1)=C(C)C
→ -4%	-8%	-1.9	71	10%	9%	i	12	-0.1%	-5%	-6	739
COc1ccc(CCn2c(-c3ccc(OC)cc3)nc3c(c(=O)c4ccccc4n3C)c2=O)cc1
→ 13%	-11%	3.1	46	0%	10%	i	18	0.4%	4%	-2	716
Cc1nc(SCC(=O)NC(=O)NC(C)C)nc(C)c1C
→ -12%	-9%	-0.4	57	2%	-1%	i	14	-0.2%	-1%	0	708
COC(=O)c1cc(-c2ccc(OC)c(OC)c2)n[nH]1
→ -8%	9%	0.2	35	4%	14%	i	3	-0.1%	-6%	5	769
Cc1ccc2[nH]c(CSc3ccccc3)cc(=O)c2c1
→ 8%	1%	0.2	85	-9%	5%	i	46	-0.1%	-7%	3	825
Cc1nc(NCc2ccccn2)c2c3c(sc2n1)CCCC3
→ 7%	8%	0.2	104	0%	2%	i	30	-0.1%	-6%	13	754
Cc1ccc(NC(=O)c2cc3ccccc3oc2=O)cc1S(=O)(=O)N(C)C
→ 1%	-6%	-1.1	30	2%	.	i	51	-0.3%	-3%	1	741
CCOC(=O)C1CCN(S(=O)(=O)Cc2ccccc2)C1=O (centres undefined)
→ -2%	22%	0.3	38	1%	5%	i	35	-0.3%	-6%	.	.

Molecules listed so far with fluorine, in the order listed:
Values run as follows: SV40 large T antigen	GPR35 arrestin U2OS	NTR1 ag	NTR1 ag cell count 20 µM	GPR55 LPI antagonism	MgcRacGAP inhibition	T cell HTS	T cell HTS vesicle-bound %	GPR55 beta-arrestin	LYP inhibition	Lipid droplet	Lipid droplet cells 6.5 µM
CS(=O)(=O)N(CC(=O)Nc1c(F)cccc1F)Cc1ccccc1
→ -1%	18%	-0.3	54	0%	10%	i	11	-0.2%	-8%	32	831
O=C(Nc1ccc(N2CCOCC2)cc1)C1CCN(S(=O)(=O)c2ccccc2F)CC1
→ 14%	-3%	3.6	64	-2%	16%	i	45	-0.3%	-5%	-5	702
COCC(C)n1c(COc2ccccc2F)nnc1SCc1c(C)noc1C (centres undefined)
→ 0%	0%	2.5	41	12%	4%	i	32	-0.1%	-8%	-6	747
